From PubChem BioAssay
MKP-3 inhibition: MKP-3 phosphatase inhibitors, primary screen, biochemical, rat enzyme, in vitro (AID 425); recombinant MKP-3 phosphatase activity, fluorescence; higher % means a stronger effect; inhibition, % at 20 µM; hits with a dose series show IC50 in µM; 110,000 tested, 0.17% active; in the data active means inhibition above about 50%;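 further: plate controls were vehicle for no effect and reference inhibitor for full effect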
Hsp70 inhibitors: Hsp70 inhibitors, probe displacement, primary screen, biochemical, fluorescence polarization (AID 583); Heat shock 70 kDa protein 1A (Homo sapiens); Hsp70 fluorescence polarization probe displacement, mP; higher % means a stronger effect; displacement, % at 20 µM, or IC50 in µM where a hit was titrated; 140,000 tested, 0.06% active; in the data active means displacement above about 50%;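 further: plate controls were vehicle for no effect and reference ligand for full effect; a part of the inactive calls stands beside numbers as strong as those of hits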
Numbers without * were called inactive; nt = not tested or not shown.

Compound	Hsp70 inhibitors	MKP-3 inhibition
Cc1cc(NC(=O)COC(=O)c2c(C)nn(Cc3ccccc3Cl)c2Cl)no1	3.0%	-12.1%
CCC(COC(=O)c1cc(OC)c(OC)c(OC)c1)(c1ccccc1)N(C)C (centres undefined)	0.6%	-9.8%
CCSc1nnc([C@@H](N)Cc2ccccc2)o1	1.1%	nt
Cc1cc(CN(C)C)c(OC(=O)N(C)C)cc1C	2.0%	-2.6%
CCOc1ccc(-n2c(O)c(C=NCCN3CCNCC3)c(=O)[nH]c2=O)cc1	2.6%	-5.3%
CN(C)C1=NP(N(C)C)(N(C)C)=NC(c2ccccc2)=N1	4.8%	-13.1%
CCOC(=O)c1c(C)n(Cc2ccccc2)c2ccc(OCC(O)Cn3nc(C)cc3C)cc12 (centres undefined)	1.7%	nt
O=P(O)(O)C12CC3CC(CC(C3)C1)C2	-2.5%	-5.3%
CN(C)CCCN=Cc1c(O)n(CCc2ccc(F)cc2)c(=O)[nH]c1=O	1.2%	nt
COC(=O)CCP(C)(=O)OCC(C)C (centres undefined)	-1.4%	-13.5%
COc1ccc(O)c(CN2CCN(Cc3ccccc3Br)CC2)c1	-2.2%	1.5%
CCC1(c2ccccc2)C(=O)NC(=O)N(C(=O)c2ccc(Cl)cc2)C1=O (centres undefined)	3.2%	-1.2%
COc1cc([N+](=O)[O-])cc(/C=C2/C(=O)NC(=O)N(C)C2=O)c1O	1.2%	4.2%
O=C1c2ccccc2-c2onc3c(Br)cc(N4CC4)c1c23	101.5%	7.1%
COc1ccccc1CN1CCN(Cc2cc(Br)ccc2O)CC1	-5.3%	-3.0%
CCC(C)NS(=O)(=O)c1ccc(OCC(=O)N2CCN(CC)CC2)cc1 (centres undefined)	-0.3%	nt
CC(=C1C(=O)c2ccccc2C1=O)N1CCN(CCN=Cc2c(O)n(C)c(=O)n(C)c2=O)CC1	-3.7%	-1.1%
O=C1NC(=S)NC(=O)C1=Cc1ccc(Sc2ccccc2)o1	4.5%	5.3%
O=C(Cc1ccccc1)N1CCN(Cc2cccnc2)CC1	-9.3%	2.2%
CCc1ccc(CNCCc2ccccc2OC)cc1	2.1%	1.1%
Cc1cc(Cl)ccc1NC1=NCC(C)S1 (centres undefined)	2.0%	1.3%
ClC1=CCC2CN(CCN3CCCCC3)CC2C1 (centres undefined)	2.4%	-1.5%
O=C(COc1ccc2ccccc2c1)N1CCN(Cc2ccccc2[N+](=O)[O-])CC1	-0.1%	-2.3%
CC(Nc1ccc([N+](=O)[O-])c2cccnc12)c1ccc(Br)cc1 (centres undefined)	-2.4%	0.6%
NC(=O)CN1C2CCC1CC(NC(=O)C1CC1)C2 (centres undefined)	4.1%	-11.4%
Cc1cc(C)nc(NC2=NCCS2)n1	-0.6%	nt
CC1CN=C(Nc2cccc3ccccc23)S1 (centres undefined)	3.6%	-0.8%
O=[N+]([O-])c1ccc(NCCCO)c2ncccc12	-4.1%	2.5%
Cc1c(Cl)cccc1NC(=O)C1C(C)(C)C1(C)C	-4.1%	4.8%
CC(=O)Nc1ccc(OC(=O)N(C)C)cc1	0.6%	0.1%
O[C@H]1C2CCC1C(N1CCCCC1)CC2 (some centres undefined)	-6.3%	2.8%
COc1ccc(CN2CCN(C(=O)COc3ccc(Cl)cc3)CC2)cc1OCc1ccccc1	3.1%	-1.4%
CCOc1ccc(-n2c(-c3cccs3)nc3ccccc3c2=O)cc1	0.0%	-0.6%
CCCCCCOc1ccc(CN2CCN(C)CC2)cc1	0.8%	-9.4%
CN1C(=O)NC(=O)/C(=C/c2ccc(-c3cccc([N+](=O)[O-])c3)o2)C1=O	1.2%	2.8%

Grouped by structure, the compounds so far with nitrogen in an aromatic ring
Compound	Hsp70 inhibitors	MKP-3 inhibition
Cc1cc(NC(=O)COC(=O)c2c(C)nn(Cc3ccccc3Cl)c2Cl)no1	3.0%	-12.1%
CCSc1nnc([C@@H](N)Cc2ccccc2)o1	1.1%	nt
CCOc1ccc(-n2c(O)c(C=NCCN3CCNCC3)c(=O)[nH]c2=O)cc1	2.6%	-5.3%
CCOC(=O)c1c(C)n(Cc2ccccc2)c2ccc(OCC(O)Cn3nc(C)cc3C)cc12 (centres undefined)	1.7%	nt
CN(C)CCCN=Cc1c(O)n(CCc2ccc(F)cc2)c(=O)[nH]c1=O	1.2%	nt
O=C1c2ccccc2-c2onc3c(Br)cc(N4CC4)c1c23	101.5%	7.1%
CC(=C1C(=O)c2ccccc2C1=O)N1CCN(CCN=Cc2c(O)n(C)c(=O)n(C)c2=O)CC1	-3.7%	-1.1%
O=C(Cc1ccccc1)N1CCN(Cc2cccnc2)CC1	-9.3%	2.2%
CC(Nc1ccc([N+](=O)[O-])c2cccnc12)c1ccc(Br)cc1 (centres undefined)	-2.4%	0.6%
Cc1cc(C)nc(NC2=NCCS2)n1	-0.6%	nt
O=[N+]([O-])c1ccc(NCCCO)c2ncccc12	-4.1%	2.5%
CCOc1ccc(-n2c(-c3cccs3)nc3ccccc3c2=O)cc1	0.0%	-0.6%

Some of the compounds tested; rates above refer to the full screens.
